Screening results as filed in PubChem BioAssay.
GLP-1R inv ag: acts as inverse agonist at human GLP-1 receptor | P43220 | HEK293 GLP-1R CRE-luciferase, luminescence, 24 h; GLP-1R form is constitutively active | Potency, µM (top dose mostly 38.3 µM), without a hit: top-dose activity change, negative = inhibition, most hits filed as inhibitors | 410,000 compounds, 1.6% hits; also: potency is read from the fitted curve at half-maximal effect; % is scaled to controls: 0 for no effect and ±100 for the full control effect; nearly all actives have a fitted effect of over 55% in size
Target sequence (P43220 whole entry, looked up): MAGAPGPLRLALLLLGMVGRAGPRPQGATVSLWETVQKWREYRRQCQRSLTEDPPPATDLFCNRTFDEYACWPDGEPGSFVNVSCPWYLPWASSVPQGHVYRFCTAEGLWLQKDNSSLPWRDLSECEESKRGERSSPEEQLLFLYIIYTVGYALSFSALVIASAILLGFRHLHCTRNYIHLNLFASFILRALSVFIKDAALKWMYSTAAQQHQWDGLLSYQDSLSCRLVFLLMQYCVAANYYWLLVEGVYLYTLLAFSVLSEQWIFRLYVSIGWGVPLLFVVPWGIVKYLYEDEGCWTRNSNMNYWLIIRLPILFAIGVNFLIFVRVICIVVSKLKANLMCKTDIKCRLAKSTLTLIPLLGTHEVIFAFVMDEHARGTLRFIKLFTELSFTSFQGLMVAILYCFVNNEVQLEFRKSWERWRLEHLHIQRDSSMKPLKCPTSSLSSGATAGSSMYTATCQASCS
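Inverse agonists were sought by their lowering of basal cAMP reporter luciferase output in HEK293 cells stably carrying constitutively active human GLP-1R, after 24 h compound treatment.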
D3 antag: blocks the human D3 dopamine receptor. P35462. D3R cells, DiscoveRx beta-arrestin luminescence, antagonist mode; hits give low values. max response, negative = inhibition, %. 360,000 compounds, 2.5% hits. AID 652054; in the data active = max response below about -50%; inconclusive = no clear call, values can overlap the other calls; also: % is scaled to controls: 0 for no effect and ±100 for the full control effect; mostly tested at two doses, the higher about 12 µM
Target sequence (P35462 whole entry, looked up): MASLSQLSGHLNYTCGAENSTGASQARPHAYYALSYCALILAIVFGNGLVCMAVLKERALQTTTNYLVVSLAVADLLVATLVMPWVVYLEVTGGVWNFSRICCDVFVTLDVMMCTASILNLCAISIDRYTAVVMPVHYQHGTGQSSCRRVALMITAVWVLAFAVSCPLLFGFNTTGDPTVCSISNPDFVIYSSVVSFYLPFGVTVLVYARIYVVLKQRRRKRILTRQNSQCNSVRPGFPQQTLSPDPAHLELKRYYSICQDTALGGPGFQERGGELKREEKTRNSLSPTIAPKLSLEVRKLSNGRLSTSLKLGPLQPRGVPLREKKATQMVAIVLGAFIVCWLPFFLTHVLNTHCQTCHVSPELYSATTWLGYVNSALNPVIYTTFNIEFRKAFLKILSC
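Cells plated overnight at 1500 cells/well, then exposed to library compounds with dopamine controls for 90 minutes at 37 degrees C. DiscoveRx reagent added for 30–60 minutes at room temperature; luminescence read, quantitative HTS format.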
TDP43 rescue: rescues yeast growth from TDP-43 toxicity; Potency, µM (titrated, usually from 46.1 µM), inactives show top-dose growth rescue (activation), hits mostly activators; 410,000 compounds, 1.8% hits; TDP-43 expressing yeast growth rescue, BacTiter-Glo, 24 h; also: potency is read from the fitted curve at half-maximal effect; % of control where 0% means no effect; nearly all actives have a fitted effect of over 50% in size
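Luminescence from BacTiter-Glo reports growth of TDP-43-expressing yeast after 24 hr at 30 deg C with compound. Cells were raffinose-pregrown to mid-log, then seeded in galactose medium at OD600=0.02.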
GLP1R cytotox: cytotoxicity counter-screen for GLP-1 receptor inverse agonists. HEK293 cAMP-luciferase reporter cells, luminescence, 24 h. Potency, µM (doses to about 38.3 µM), for inactives: at the highest dose activity change, negative = inhibition, usual class: inhibitors. 410,000 compounds, 0.13% hits;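 also: loss of luciferase light is scored as toxicity; potency is read from the fitted curve at half-maximal effect; % is scaled to controls: 0 for no effect and ±100 for the full control effect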
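Seeding density was 200 cells/uL; after overnight-length (12 h) culture, 23 nL compounds went on for 24 h at 37 °C. Readout used a luciferase detection reagent, luminescence taken after 12 min at room temperature.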
D3 ag: agonists of human D3 dopamine receptor; D3R DiscoveRx beta-arrestin cells, luminescence, 90 min; max activation, %; 410,000 compounds, 0.58% hits; AID 652048; in the data active = max activation above about 30%; also: 0% is about no effect; mostly tested at two doses, the higher about 12 µM
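Agonist mode: compounds and dopamine controls were applied to plated cells for 90 min at 37 degrees C after an overnight attachment at 1500 cells/well. Luminescent read-out followed 30 - 60 minutes at room temperature with DiscoveRx detection reagent.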
GLP1R ag: agonists of human GLP-1 receptor; P43220; HEK293 GLP-1R CRE-luciferase, luminescence, 4-6 h; cells express a hypersensitive GLP-1R form; Potency, µM (doses to about 45.6 µM), inactives show at the top dose activation, hits mostly activators; 380,000 compounds, 0.007% hits; also: potency is read from the fitted curve at half-maximal effect; % of control where 0% means no effect
aSyn yeast inh: rescues yeast growth from alpha-synuclein toxicity; Yeast expressing alpha-synuclein, growth rescue, BacTiter-Glo, 24 h; Potency, µM (doses to about 46.1 µM), without a hit: at the top dose growth rescue (activation), actives largely listed as activators; 370,000 compounds, 0.14% hits; AID 652106; also: potency is read from the fitted curve at half-maximal effect; % of control where 0% means no effect; nearly all actives have a fitted effect of over 65% in size
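Galactose-induced alpha-syn yeast (OD600=0.02, raffinose-pregrown) + pinned cpd, 24 hr, 30 deg C; growth by BacTiter-Glo luminescence. Growth restoration scores as activation.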
PTHR1 agonist: activates the human parathyroid hormone receptor PTHR1. Potency, µM (highest dose often 115 µM), for inactives: at the highest dose activation, most hits filed as activators. 410,000 compounds, 0.075% hits. HEK293 GP2 PTHR1 cells, GloSensor cAMP luminescence, 1 h. Q03431. AID 743266; also: potency is read from the fitted curve at half-maximal effect; nearly all actives have a fitted effect of over 55% in size; some results filed as inactive show a strong effect at the top dose; inactives centre near -15; many of its hits are not listed in these tables
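HEK-293-derived GP2 cells expressing PTHR1 and a GloSensor cAMP reporter, 3,000/well, plated overnight, given luciferin plus IBMX (each 0.5 mM as added) for 1 h at 37 °C, then compound for 1 h at 37 °C. Luminescence was read after 15 min at room temperature.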
KB-V1 MDR tox: kills drug-selected multidrug resistant KB-V1 cells. 400,000 compounds, 3.4% hits. Potency, µM (highest dose often 46.1 µM), inactives show top-dose activity change, negative = cytotoxicity, usual class: cytotoxic. AID 1347076. KB-V1 MDR cells viability, CellTiter-Glo, 72 h; also: potency is read from the fitted curve at half-maximal effect; % is scaled to controls: 0 for no effect and ±100 for the full control effect; nearly all actives have a fitted effect of over 60% in size
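KB-V1, DMEM (no phenol red) + 10% FBS; cpd pin-transferred, titration series; 72 h, 37 degrees C; CellTiter-Glo, luminescence. Data normalized, curve-fit.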
The depositor's hits bear a star; i = inactive; ? = inconclusive; . = no result given; [ ] = dose if it differs, or a comment. Unless noted, calls follow the shape of the dose curve; as a rule, active = well fitted curve in the direction sought with a large enough effect; inconclusive = small, poorly fitted or top-dose-only effect, or another doubt; inactive = no such curve, though single readings can be large; an effect the other way counts as inactive or inconclusive.

The line under a structure holds: D3 antag	KB-V1 MDR tox	GLP1R ag	aSyn yeast inh	GLP1R cytotox	D3 ag	PTHR1 agonist	TDP43 rescue	GLP-1R inv ag
CC(C)Cc1ccc(C#N)c(SCC(N)=O)n1
→ 2	-2%	1%	-1%	6%	8	-9%[57.5 µM]	-10%	32%[activator]
COCCOC(=O)c1c(NC(=O)CNC2CCCc3ccccc32)sc(C(N)=O)c1C (stereo not drawn)
→ 1	?	14%	1%	0%	7	i	-4%	12%
COC(=O)C1CCN(c2nc3ccccc3nc2C(C#N)C(=O)OCC(C)C)CC1 (stereo not drawn)
→ -18	-22%	-3%	-1%	-5%	-7	-4%[57.5 µM]	-10%	-27%
N=c1ccn(Cc2ccc(Cl)cc2)cc1
→ -7	0%	-7%	1%	4%	-2	-5%	-1%	?
CCOC(=O)[C@H]1[C@H]2COc3ccccc3[C@@H]2N2C(=O)CN(Cc3ccccc3)C(=O)[C@@]12C
→ 12	-4%	-5%	4%	-25%	-9	i	13%	-17%
Cc1ccc(NC(=O)Cn2c(=O)n(CCCCCC(=O)NCc3ccc(F)cc3)c(=O)c3sccc32)c(C)c1
→ .	17%	.	.	-2%	3	i	7%	-19%
CC1CCN(C(=O)c2cc3nc(C4CC4)cc(C(F)(F)F)n3n2)CC1
→ 12	?	?	1%	16%	8	i	?	0%
CC1C2CCC(C2)C1OC(=O)c1ccccc1C(=O)O (stereo not drawn)
→ -26	10%	20%	13%	2%	-4	i	5%	12%
O=C(c1cc([N+](=O)[O-])cc([N+](=O)[O-])c1)N(c1ccccn1)c1ccccn1
→ 11	-16%	2%	0%	21%	5	i	9%	17%
O=C(NCc1ccco1)C1CC(O)CN1C(=O)Nc1ccccc1 (stereo not drawn)
→ -3	11%	9%	-5%	7%	17	i	-4%	3%
COc1ccc(-c2ccc(CN3C(C(C)C)C(=O)N(Cc4cn(CC5CCCCC5)nn4)CCS3(=O)=O)cc2)cc1OC (stereo not drawn)
→ -8	-8%	-2%	16%	1%	-4	-6%	-8%	-21%
CC(=O)c1ccc(CCCc2ccc(C(C)=O)cc2)cc1
→ ?	-1%	16%	1%	23%	3	-17%	?	7%
NC(=O)NCc1cccc(Cl)c1
→ -19	-7%	0%	-1%	2%	-20	20%[57.5 µM]	-19%	8%
CC(C)CNC(=O)C1(C)CCCN1C(=O)c1cc2ccccc2s1 (stereo not drawn)
→ 0	-10%	-6%	0%	9%	-17	0%	2%	1%
CC1CCN(S(=O)(=O)N2CCN(C(=O)c3ccc4c(c3)OCO4)CC2)CC1
→ -12	-24%	8%	5%	-8%	-6	-2%	20%	0%
CCCCC1(C)NC(=O)N(CC(=O)Nc2ccc(Cl)cc2C)C1=O (stereo not drawn)
→ 4	?	12%	-5%	-8%	-8	-12%	-17%	?
CC1(C)CC(=O)C2=C(C1)N(Cc1ccc(F)cc1)C(=O)C2(NC(=O)c1cccnc1)C(F)(F)F (stereo not drawn)
→ 15	-16%	1%	.	-3%	-5	i	-7%	6%
COc1ccccc1N1CCN(C(CNS(=O)(=O)c2ccccc2)c2cccnc2)CC1 (stereo not drawn)
→ -12	24%	4%	1%	-10%	-10	-11%[57.5 µM]	2%	-21%
CC(=O)c1cc(-c2ccccc2)n(CCC(=O)NCc2cccs2)c1C
→ 22	-4%	3%	12%	-8%	-2	-6%	32%	-1%
Cc1ccc(-n2c(SCc3cn4ccsc4n3)nc3ccccc3c2=O)cc1
→ 0	?	8%	-9%	-4%	-7	-56%[inhibitor][57.5 µM]	15%	?
COc1cccc(NC(=S)Nc2ccc(F)cc2)c1
→ -1	-9%	14%	-1%	-6%	3	-8%	13%	16%
Cc1ccc(-c2cnn3c(N4CCOCC4)cc(C)nc23)cc1
→ -2	6%	4%	0%	2%	-4	-29%	?	-17%
CCCS(=O)(=O)N1CCN(C(=O)c2cccc(OC)c2)CC1
→ 8	?	-9%	-2%	7%	-4	i	3%	0%
CCCCOc1ccccc1N
→ 16	12%	-6%	3%	-8%	1	i	-1%	6%
O=C(/C=C/[C@H]1O[C@@H](n2ccc(=O)[nH]c2=O)[C@H](O)[C@@H]1O)NCCN1CCCC1
→ 21	14%	5%	-3%	-2%	10	i	17%	23%
CCCCc1ccc(NC(=S)NCCc2ccc(S(N)(=O)=O)cc2)cc1
→ -25	36%	2%	-1%	-1%	2	-79%[inhibitor]	-6%[1.82 µM]	-30%
Cc1nnsc1C(=O)NNc1ccc(C(C)C)cc1
→ -1	-12%	7%	5%	5%	-2	-8%	23%	-14%
CCc1ccc(Nc2nnc(SCC(=O)NC(=O)CN3CCCC3=O)s2)cc1
→ -17	8%	-5%	1%	-2%	0	-63%[inhibitor]	12%	0%
COc1cccc(C(=O)c2ccccc2NC(C)=O)c1
→ 2	?	9%	1%	-10%	1	i	?	-17%
Cc1cnc(C(=O)N2CCCC(N3CCN(c4ccccc4C)CC3)C2)cn1 (stereo not drawn)
→ 13	-6%	-5%	0%	-3%	6	i	10%	13%
Cc1ccc(/C=N/NC(=O)Cn2nnc(N)n2)cc1
→ -10	-9%	-1%	0%	12%	-4	i	-7%	16%
COc1ccc(C)cc1NC(=O)c1cc(S(=O)(=O)N2CCC3(CC2)OCCO3)ccc1F
→ 7	-6%	2%	18%	3%	1	-48%[inhibitor]	-5%	-14%
CC(C)(C)OC(=O)N1CCCC(C(=O)Nc2ccc(C(=O)N3CCOCC3)cc2)C1 (stereo not drawn)
→ 6	?	0%	-7%	-35%	15	i	-7%	2%
O=c1[nH]n2c(=O)c3c([nH]c2c1N=Nc1cccc(C(F)(F)F)c1)CCCC3
→ -21	?	-2%	4%	?	-5	-27%	28%	-31%
O=C(O)CC(NC(=O)c1ccco1)c1ccco1 (stereo not drawn)
→ 16	-1%	-5%	2%	-4%	2	-3%	8%	27%
N#CC1=C(N)OC2=C(C(=O)CCC2)[C@]12C(=O)N(CC(N)=O)c1ccccc12
→ 15	7%	0%	0%	-1%	6	i	1%	11%
COc1ccc(/C=C/c2nc(S(=O)(=O)c3ccccc3)c(N(C)C)o2)cc1
→ -14	-9%	-2%	12%	3%	0	-12%	-5%	2%
CCOc1ccc(-c2nc(CSCC(=O)NCCN3CCOCC3)c(C)o2)cc1
→ 8	1%	4%	6%	2%	1	i	-6%	9%
O=c1cc(CO)occ1OCc1c(F)cccc1Cl
→ -13	0%	7%	-7%	10%	-3	-31%[inhibitor]	-4%	39%[activator]
COc1ccccc1N1CCN(CCCNC(=O)Nc2ccccc2C)CC1
→ -27	?	5%	-3%	-20%	-16	-4%	-15%	-28%
NC(=O)COC(=O)c1ccccc1OCc1ccccc1Cl
→ -12	?	15%	11%	-15%	-3	-34%	30%	-18%
CC1Oc2ccccc2N(Cc2cccnc2)C1=O (stereo not drawn)
→ 1	?	-1%	-8%	-7%	0	i	2%	21%
Cc1ccc(NC(=O)c2cc(NC(=O)c3ccco3)ccc2N2CCCCC2)cc1
→ 0	-8%	6%	-6%	-10%	1	-5%[57.5 µM]	6%	?
CCCS(=O)(=O)N1CCC(C(=O)NCCOC)CC1
→ .	?	-2%	3%	-7%	-19	11%	-23%	0%
CCn1c(C(=O)N2CCC(C(=O)NCCc3ccc(OC)cc3OC)CC2)cc2sccc21
→ .	-11%	.	.	0%	5	-79%[inhibitor]	1%	-10%
CCOC(=O)CC(=O)CSc1ccc2nnc(-c3ccc(F)cc3)n2n1
→ -12	-1%	-7%	0%	-13%	4	i	-20%	?
Cc1cc(N2C(=O)[C@@H]3[C@H](C2=O)[C@@H]2C[C@H]3C(Br)C2Br)no1 (stereo partly drawn)
→ -23	9%	-5%	-1%	-9%	-21	5%	-15%	3%

Shown bar-delimited: 9 of the compounds above
structure | D3 antag | KB-V1 MDR tox | GLP1R ag | aSyn yeast inh | GLP1R cytotox | D3 ag | PTHR1 agonist | TDP43 rescue | GLP-1R inv ag
Cc1ccc(/C=N/NC(=O)Cn2nnc(N)n2)cc1 | -10 | -9% | -1% | 0% | 12% | -4 | i | -7% | 16%
COc1ccc(C)cc1NC(=O)c1cc(S(=O)(=O)N2CCC3(CC2)OCCO3)ccc1F | 7 | -6% | 2% | 18% | 3% | 1 | -48%[inhibitor] | -5% | -14%
CC(C)(C)OC(=O)N1CCCC(C(=O)Nc2ccc(C(=O)N3CCOCC3)cc2)C1 (stereo not drawn) | 6 | ? | 0% | -7% | -35% | 15 | i | -7% | 2%
O=c1[nH]n2c(=O)c3c([nH]c2c1N=Nc1cccc(C(F)(F)F)c1)CCCC3 | -21 | ? | -2% | 4% | ? | -5 | -27% | 28% | -31%
O=C(O)CC(NC(=O)c1ccco1)c1ccco1 (stereo not drawn) | 16 | -1% | -5% | 2% | -4% | 2 | -3% | 8% | 27%
N#CC1=C(N)OC2=C(C(=O)CCC2)[C@]12C(=O)N(CC(N)=O)c1ccccc12 | 15 | 7% | 0% | 0% | -1% | 6 | i | 1% | 11%
COc1ccc(/C=C/c2nc(S(=O)(=O)c3ccccc3)c(N(C)C)o2)cc1 | -14 | -9% | -2% | 12% | 3% | 0 | -12% | -5% | 2%
CCOc1ccc(-c2nc(CSCC(=O)NCCN3CCOCC3)c(C)o2)cc1 | 8 | 1% | 4% | 6% | 2% | 1 | i | -6% | 9%
O=c1cc(CO)occ1OCc1c(F)cccc1Cl | -13 | 0% | 7% | -7% | 10% | -3 | -31%[inhibitor] | -4% | 39%[activator]

Only part of the results is shown; the hit share may differ from the screen's.
